Bioassay records (PubChem)
TR SRC2 fluor cs: alters Texas Red total fluorescence, flagging assay interference | TRb/SRC2 Texas Red total fluorescence interference | Potency, µM (series often up to 106 µM), without a hit: at the top dose fluorescence change, negative = quenching | 280,000 tested, 0.29% active | AID 1479; active = well fitted curve in either direction with a large enough effect; inconclusive = small, poorly fitted or top-dose-only effect; note: % is set by controls: 0 for no effect and ±100 for the full control effect
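Human TRb ligand-binding domain at 0.6 uM with 20 nM Texas Red SRC2 peptide in Tris buffer containing 1 uM T3 and 5% DMSO, incubated with compound 5 h at ambient temperature. Total fluorescence (555/632 nm) calculated as parallel + 2 × perpendicular.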
SMN2 splice up: enhancers of SMN2 splice variant expression. HEK293 SMN2-luciferase splicing reporter, luminescence, 30-36 h. Potency, µM (top dose mostly 46.1 µM), for inactives: at the highest dose activity change, positive = activation, actives largely listed as activators. 210,000 tested, 2.8% active. AID 1458; note: % of control where 0% means no effect; nearly all actives have a fitted effect of over 55% in size
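qHTS luciferase splicing reporter: luminescence rises when SMN2 exon 7 is included in transfected HEK293 cells. Compound exposure lasted 30-36 h at 37C, with 4.5 mM final sodium butyrate as control, followed by a ONE-Glo read.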
TRb-SRC2 inh: TRbeta-SRC2 interaction inhibition | P10828 | TRbeta-SRC2 peptide binding, fluorescence polarization; receptor liganded with 1 µM T3 | Potency, µM (titrated, usually from 106 µM), inactives show at the highest dose activity change, negative = inhibition, most hits filed as inhibitors | 280,000 tested, 0.065% active;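 note: plate controls were bound peptide for no effect and peptide without receptor for full effect; nearly all actives have a fitted effect of over 50% in size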
Target sequence (P10828 whole entry, looked up): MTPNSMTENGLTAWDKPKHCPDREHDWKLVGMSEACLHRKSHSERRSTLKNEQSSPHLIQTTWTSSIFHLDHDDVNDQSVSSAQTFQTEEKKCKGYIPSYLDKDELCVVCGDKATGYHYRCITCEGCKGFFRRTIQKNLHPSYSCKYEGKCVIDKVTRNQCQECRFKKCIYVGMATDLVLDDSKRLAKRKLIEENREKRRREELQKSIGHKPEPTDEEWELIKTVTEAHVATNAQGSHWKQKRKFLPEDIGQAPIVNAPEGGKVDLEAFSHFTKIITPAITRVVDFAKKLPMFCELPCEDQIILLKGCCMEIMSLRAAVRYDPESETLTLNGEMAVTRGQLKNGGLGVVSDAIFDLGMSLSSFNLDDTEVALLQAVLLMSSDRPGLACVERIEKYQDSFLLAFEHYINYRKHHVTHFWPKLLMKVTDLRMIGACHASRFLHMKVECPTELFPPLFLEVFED
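Compounds were added to 0.6 uM TRb ligand-binding domain and 20 nM Texas Red-labeled SRC2 peptide in Tris buffer containing 1 uM T3, incubated 5 hr at ambient temperature, then read by fluorescence polarization.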
KDM4E inh: inhibitors of human JMJD2E histone demethylase; B2RXH2; JMJD2E catalytic domain, FDH-coupled NADH fluorescence (FDH is formaldehyde dehydrogenase); Potency, µM (doses to about 57.1 µM), for the others: at the highest dose activity change, negative = inhibition, hits mostly inhibitors; 230,000 tested, 1.6% active; AID 2147; active = well fitted inhibition curve with a large enough effect, not every such curve was filed as active; inconclusive = small, poorly fitted or top-dose-only effect, or another doubt; inactive = no such curve, though single readings can be large or run the other way;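 note: 0% = wells with enzyme and -100% = buffer wells without enzyme; nearly all actives have a fitted effect of over 50% in size; many of its hits are not listed in these tables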
Target sequence (B2RXH2 1-337 limits assumed): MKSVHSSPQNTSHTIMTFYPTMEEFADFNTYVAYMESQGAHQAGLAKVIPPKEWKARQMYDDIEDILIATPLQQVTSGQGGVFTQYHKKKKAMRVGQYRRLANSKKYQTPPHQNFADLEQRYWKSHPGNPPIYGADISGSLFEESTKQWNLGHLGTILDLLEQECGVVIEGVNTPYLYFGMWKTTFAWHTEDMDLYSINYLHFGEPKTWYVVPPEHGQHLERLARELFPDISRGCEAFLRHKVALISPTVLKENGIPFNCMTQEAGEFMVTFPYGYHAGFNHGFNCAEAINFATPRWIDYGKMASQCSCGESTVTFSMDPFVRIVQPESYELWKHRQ
RGS12 GoLoco inh: blocks human Gai1 binding to RGS12 GoLoco peptide, red readout; P63096; Gai1:RGS12 GoLoco peptide FP, rhodamine, 10 min; Potency, µM (doses to about 61.6 µM), for the others: at the highest dose activity, negative = inhibition, actives largely listed as inhibitors; 230,000 tested, 0.44% active; active = well fitted inhibition curve with a large enough effect, not every such curve was filed as active; inactive = no such curve, though single readings can be large or run the other way; note: % is set by controls: 0 for no effect and ±100 for the full control effect; nearly all actives have a fitted effect of over 30% in size; many of its hits are not listed in these tables
ALDH1A1 block: ALDH1A1 (human) enzyme inhibition. 220,000 tested, 7.3% active. Potency, µM (titrated, usually from 75.3 µM), without a hit: at the highest dose activity, negative = inhibition, actives largely listed as inhibitors. Purified ALDH1A1, NADH fluorescence, propionaldehyde substrate; active = well fitted inhibition curve with a large enough effect, not every such curve was filed as active; inconclusive = small, poorly fitted or top-dose-only effect, or another doubt; inactive = no such curve, though single readings can be large or run the other way;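 note: plate controls were no enzyme wells and a reference inhibitor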
RECQ1 helicase: blocks DNA unwinding by human RECQ1. P46063. RECQ1 DNA unwinding, red fluorescence kinetic read. Potency, µM (doses to about 57.3 µM), inactives show top-dose activity, negative = inhibition, hits mostly inhibitors. 240,000 tested, 0.54% active;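 note: plate controls were vehicle for no effect and no enzyme for full effect; nearly all actives have a fitted effect of over 30% in size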
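RECQ1T1 50 nM; forked duplex (20 bp + 30-nt ss tails) 200 nM, ATP 2 mM final; pH 8.0, 2 mM MgCl2, 2.5 ug/ml poly(dI-dC); 15 min compound preincubation; discontinuous kinetic read over 2 h at RT.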
LMNA splice mod: changes lamin A minigene splicing in HeLa cells; HeLa LMNA splicing GFP/RFP minigene ratio, 48 h; Potency, µM (highest dose often 46.1 µM), for inactives: at the top dose ratio change, negative = inhibition, actives largely listed as inhibitors; 200,000 tested, 0.01% active; AID 1487; active = well fitted inhibition curve with a large enough effect in the signal ratio, with a control signal flat, not every such curve was filed as active; inconclusive = small, poorly fitted or top-dose-only effect, or effect the other way, or a change in a side signal; the % refers to the signal ratio; note: % is set by controls: 0 for no effect and ±100 for the full control effect
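S3 HeLa stable clones carrying a lamin A-EGFP splicing minigene plus DsRed2 were seeded at 600 cells/well in Opti-MEM with 2% FBS, pin-dosed and incubated 48 h at 37°C. Acumen cytometry (488 nm) gave the GFP/RFP total-intensity ratio.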
Numbers without * were called inactive; i = inactive; ? = inconclusive; . = not tested or not shown; [ ] = dose if it differs, or a comment. Unless noted, calls come from the whole dose curve; as a rule, active = well fitted curve in the direction sought with a large enough effect; inconclusive = small, poorly fitted or top-dose-only effect, or another doubt; inactive = no such curve, though single readings can be large; an effect the other way counts as inactive or inconclusive. Potency is the fitted concentration of half-maximal effect.

SMILES | TR SRC2 fluor cs | SMN2 splice up | TRb-SRC2 inh | KDM4E inh | RGS12 GoLoco inh | ALDH1A1 block | RECQ1 helicase | LMNA splice mod
COc1ccc(C(C(=O)NC(C)(C)C)N(C(=O)Cn2nnc3ccccc32)c2cccc(C(C)=O)c2)cc1O (stereo not given) | 0.0% | . | -2.4% | -0.3% | 1.9% | . | -2.1% | .
COc1cc(C(=O)OCCN2CCCCC2)ccc1O | -2.6% | -7.0% | -9.7% | -2.2% | -6.4% | 12.2% | -2.5% | 3.6%
COCCNC(=O)C(c1ccc(C)o1)N(Cc1ccc(F)cc1)C(=O)Cn1nnc2ccccc21 (stereo not given) | -4.3% | 3.6% | -11.1% | 7.5% | -3.6% | -8.9% | -2.1% | -4.1%
C[n+]1ccc(C(=O)N/N=C/c2ccco2)cc1 | -3.0% | 3.4% | -2.5% | -16.8% | 0.891µM* | -2.0% | -1.4% | -4.8%
CC(C)CC(=O)NNC(=S)Nc1ccc(S(N)(=O)=O)cc1 | 1.3% | 7.0% | 1.2% | -4.0% | -3.0% | 11.2µM* | 16.5% | .
O=C(c1nc2ccccc2s1)N1CCN(c2ccccn2)CC1 | 2.7% | -11.8% | -7.3% | 8.9% | 3.7% | ? | i | -8.7%
O=C(COC(=O)C1(c2cccc(F)c2)CCCC1)NCc1ccc2c(c1)OCO2 | -1.5% | 7.2% | 3.5% | 1.0% | 1.7% | 0.6% | -5.1% | -0.2%
COc1ccc(N2CCN(C(=O)c3cc(-c4cccs4)nc4ccccc34)CC2)cc1 | -4.7% | -11.0% | -2.1% | ? | 3.1% | ? | -11.7% | -29.5%[46 µM]
O=C(Oc1ccc(OC(=O)N2CCCCC2)cc1)c1ccccc1 | 3.5% | 11.8% | 1.8% | 4.8% | -0.9% | 14.3% | -2.5% | 2.6%
CC(Cc1cccs1)NC(=O)c1cccc(Cl)c1 (stereo not given) | 0.0% | 28.4% | 1.5% | 0.0% | -11.3% | 5.6% | -2.5% | ?
COc1ccc(Cl)cc1N(CC(=O)N1CCCCC1)S(C)(=O)=O | -5.0% | . | -3.1% | -1.5% | -12.8% | -4.0% | 0.9% | .
Cc1ccc(-c2cc(-c3nnc(SCC(=O)N(C)CCC#N)n3N)c3ccccc3n2)cc1 | 2.9% | -47.0%[inhibitor] | -0.8% | ? | 3.6% | ? | i | ?
CCN(CC)c1ccc(/C=C(/C#N)c2nc3ccccc3[nH]2)c(OC(C)C)c1 | 1.9% | -64.5%[inhibitor] | -2.0% | -3.7% | 40.4%[activator] | -13.5% | -0.7% | ?
Cc1ccc(NCc2nnc(SCC(N)=O)o2)c(C)c1 | -0.7% | . | 2.3% | 0.0% | -3.2% | 5.2% | -6.5% | ?
COCc1cc(S(=O)c2ccc(Cl)cc2)nc(C)n1 (stereo not given) | -2.7% | -6.7% | 4.9% | -13.9% | 5.4% | 17.8µM* | i | .
CCCC(=O)Nc1ccccc1N1CCN(C(=O)C(C)C)CC1 | 1.2% | -3.2% | -4.4% | -5.3% | 12.0% | 2.7% | -15.9% | -1.6%
C=CCNC(=O)COc1ccc(S(=O)(=O)N2CCCC2)cc1 | -0.6% | -30.0% | -7.7% | 4.4% | -4.2% | 8.5% | i | -2.1%[46 µM]
COc1ccccc1/C=C/CN1CCCC(CCC(=O)NCc2ccc(F)c(F)c2)C1 (stereo not given) | -2.1%[53 µM] | . | -7.1%[53 µM] | -11.3% | 13.9% | 12.3% | i | -14.2%[46 µM]
CCOC(=O)C1(Cc2cccc(Cl)c2)CCCN(C(=O)C2CC2)C1 (stereo not given) | 0.4% | . | -0.5% | 1.8% | 7.1% | 0.7% | i | .
COc1ccc(OCCCC(=O)Nc2cccc(SC)c2)cc1 | -5.5% | -5.2% | 1.3% | 5.6% | -16.1% | 4.4% | -3.6% | -4.3%
COc1ccc([C@H]2[C@H](C(=O)C(C)(C)C)N3N=Cc4ccccc4C3[C@]23N=C(c2ccccc2)OC3=O)cc1OC (stereo not given in full) | 1.3% | -3.2% | 4.3% | -30.0% | 0.2% | -1.0% | -7.1% | -3.6%
CCc1cc2c(SCC(=O)N(C)C3CCS(=O)(=O)C3)ncnc2s1 (stereo not given) | -3.7% | . | 1.6% | -4.3% | 12.9% | . | -2.1% | .
O=C(NC(=S)Nc1ncccn1)c1ccccc1Cl | -0.6% | ? | -3.9% | 4.4% | -3.1% | -2.0% | -7.7% | 5.6%
CC(=O)Nc1ccc(NC(=O)CNS(=O)(=O)c2ccc(C)cc2)cc1 | 1.6% | ? | 1.7% | -6.6% | 7.4% | -12.2% | 2.8% | -10.8%
CCN(CC)c1ccc(NC(=O)COc2ccccc2C#N)cc1S(=O)(=O)Nc1ccccc1OC | -1.1% | ? | -8.5% | 2.6% | 19.1% | -8.9% | i | 10.9%
CN1/C(=C\C(=O)c2cccs2)Sc2ccccc21 | -1.0% | . | 4.9% | 3.4% | . | 14.4% | -12.9% | -0.6%
Cn1cnc2c1c(=O)n(CC(O)CO)c(=O)n2C (stereo not given) | -1.5% | . | -7.8% | 6.7% | 3.1% | 6.7% | -16.9% | 3.8%
COc1cc(/C=N/NC(=O)CCc2c(C)n[nH]c2C)ccc1O | -3.2% | 2.9% | 8.7% | -2.0% | -3.2% | -0.4% | -10.2% | 3.4%
O=C1COc2ccc(-c3csc(NCCc4ccccc4)n3)cc2N1 | 3.0% | -50.6%[inhibitor] | 7.6% | -26.5% | 14.5% | ? | -19.7% | -18.8%[46 µM]
COc1cccc(/C=C2\Oc3cc(OC(=O)N4CCOCC4)ccc3C2=O)c1 | -1.6% | . | -2.9% | -8.8% | 4.2% | . | -6.8% | .
CCCC(=O)Nc1ccc(C(=O)N/N=C2\CC(=O)CC(C)(C)C2)cc1 | 0.5% | -1.0% | -15.9% | 0.3% | 9.2% | 2.5% | i | -4.3%
O=C(c1cc([N+](=O)[O-])ccc1Cl)N1CCN(c2ccccc2)CC1 | -70.4% | -10.2% | -7.2% | -2.0% | -3.4% | ? | -6.9% | -11.9%
COc1ccc(COC(=O)N/N=C2/C[C@@H](O)[C@@H](O)[C@@H]3[C@@H]4C(=O)N(Cc5ccc6c(c5)OCO6)C(=O)[C@H]4CC[C@H]23)cc1 | -3.3%[11.2 µM] | . | 4.7%[11.2 µM] | . | . | -7.5%[13.5 µM] | i[11.5 µM] | .
C(=N\Nc1ccccn1)/c1ccc(N2CCOCC2)cc1 | -1.7% | 12.6µM* | -0.6% | 5.7% | 25.7% | ? | 7.8% | .
CCC(=O)NCCn1ccc2ccccc21 | -3.6% | 0.8% | -14.3% | -8.4% | 1.5% | 10.8% | 4.1% | -7.9%
COc1ccc(CNc2cc(-c3cccc(NS(C)(=O)=O)c3)ncn2)c(OC)c1 | . | . | . | . | 12.8% | 19.1% | i | -5.7%
CC(/C=C/c1ccccc1)NC(N)=O (stereo not given) | -2.4% | -6.5% | 3.5% | 12.2% | 7.5% | 4.6% | i | 21.3%
CC(=O)Nc1ccc(/C=N/N2C(=O)NC(C)(c3ccc(OC(F)F)cc3)C2=O)cc1 (stereo not given) | -1.3% | -1.3% | -6.2% | -14.0% | -1.4% | 2.7% | -12.0% | ?
COc1ccccc1NC(=O)c1ccc(CS(=O)(=O)c2ccc(C)cc2)cc1 | -1.8% | 3.2% | 3.1% | -5.8% | 14.2% | -6.4% | i | .
N#CCCn1cc(/C=N/O)c(-c2ccc(Cl)cc2)n1 | -7.5% | -50.0%[inhibitor] | -6.6% | -16.9% | -20.5% | 6.3% | 15.2% | -6.4%
N#CCCn1cc(CNCc2ccccc2)c(-c2cccc([N+](=O)[O-])c2)n1 | -1.3% | -14.5% | -6.9% | 2.4% | 1.4% | -16.2% | 3.5% | -9.8%[46 µM]
COC(=O)c1oc2c(c1C)C1(CCC2)SCCS1 | -1.3% | -6.9% | -17.2% | -3.5% | 2.4% | -14.3% | i | -16.9%
CCn1c(=N)n(CC(=O)C(C)(C)C)c2ccccc21 | -4.6% | -11.2% | -7.2% | -25.8% | 13.1% | ? | i | 2.3%
CN1CCCC(OC(=O)c2ccc(Cl)cc2)C1 (stereo not given) | -0.6% | . | -6.5% | 2.9% | -16.3% | . | -11.3% | .
CC(C)(C)NC(=O)N1CCCN(c2ccc(C(F)(F)F)cn2)CC1 | -2.6% | . | 3.2% | ? | -13.0% | . | -3.7% | .
Cc1ccc2cc(C(c3nnnn3Cc3ccccc3)N3CCc4ccccc43)c(=O)[nH]c2c1C (stereo not given) | 0.5% | 10.2% | 1.0% | -10.2% | 14.9% | ? | -4.5% | 4.8%
Cc1c(C(=O)Nc2ccc(F)cc2)oc2ccc(S(=O)(=O)N3CCCC3)cc12 | -1.9% | -5.2% | 2.1% | ? | 1.9% | ? | -8.9% | -13.7%
Cc1ccc(NC(=O)c2nccnc2C(=O)O)cc1C | 1.1% | -14.2% | -1.3% | -3.3% | 12.7% | 7.2% | -1.3% | 6.3%
O=C(Cc1nc2ccccc2[nH]1)c1cccc([N+](=O)[O-])c1 | -1.1% | . | 8.1% | ? | 15.3% | ? | -5.2% | .
Cc1cc(C)n2c(SCC#N)nnc2n1 | 0.7% | -5.6% | -5.2% | -3.5% | -4.2% | -5.1% | i | -4.1%
C=COCCNC(=S)N1CCOCCOCCN(C(=S)NCCOC=C)CCOCCOCC1 | 0.5% | -1.6% | -3.2% | 11.1% | 2.2% | 4.6% | -13.6% | .
COc1ccc(S(=O)(=O)N2CCNC(=O)C2)cc1Br | 0.5% | 9.8% | -8.1% | -3.8% | 12.8% | 1.7% | i | -2.9%[46 µM]
CC(C)N(C(=O)Cn1cc(SCC(N)=O)c2ccccc21)C(C)C | -1.1% | -3.8% | -1.5% | 2.6% | 4.0% | 7.9% | -15.3% | .
CCOC(=O)c1[nH]c2ccccc2c1NC(=O)C(C)(C)C | -4.6% | -7.4% | 4.7% | ? | 1.3% | ? | -6.6% | 8.9%

An excerpt; rates above refer to the full screens.
